ERb SRC1 inh – ER-beta (human) coactivator binding inhibition; Q92731; TR-FRET ER-beta LBD / SRC1-Cy5 peptide binding; receptor agonist-loaded with 1 µM estradiol; inhibition, % at 25.6 µM; 86,000 compounds, 1.3% hits; AID 633;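 active = compounds whose percent inhibition of the receptor-coactivator binding signal exceeds about 50% in the single-dose screen, limit read from the data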;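 note: 0% = receptor plus peptide wells without compound and 100% = peptide-only wells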
Target sequence (Q92731 whole entry, looked up, the tested form may be a part): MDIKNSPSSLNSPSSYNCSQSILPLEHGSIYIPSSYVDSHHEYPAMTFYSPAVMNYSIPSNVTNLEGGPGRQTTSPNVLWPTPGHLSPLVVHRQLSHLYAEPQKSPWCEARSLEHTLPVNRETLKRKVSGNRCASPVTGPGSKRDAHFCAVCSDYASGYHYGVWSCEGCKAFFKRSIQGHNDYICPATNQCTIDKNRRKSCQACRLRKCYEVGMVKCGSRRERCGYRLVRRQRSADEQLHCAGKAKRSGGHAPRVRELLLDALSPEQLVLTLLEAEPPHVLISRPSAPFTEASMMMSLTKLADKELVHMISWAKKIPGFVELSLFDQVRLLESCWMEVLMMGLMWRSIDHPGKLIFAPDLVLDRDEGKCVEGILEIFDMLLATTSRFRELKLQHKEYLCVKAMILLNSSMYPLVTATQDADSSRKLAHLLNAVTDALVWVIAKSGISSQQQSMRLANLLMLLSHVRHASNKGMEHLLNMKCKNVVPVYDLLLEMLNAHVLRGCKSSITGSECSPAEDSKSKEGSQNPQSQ
Smad3 inh – inhibitors of human Smad3 transcription factor binding | P84022 | TR-FRET Smad3/Dy647-FoxH1 peptide binding, europium anti-His | inhibition, % at 25 µM | 88,000 compounds, 0.29% hits | AID 630;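 active = compounds that reduce the energy-transfer binding signal between the protein and its labelled peptide by more than half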;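 note: 0% = Smad3 plus labelled peptide maximal FRET and 100% = peptide-only background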
Target sequence (P84022 whole entry, looked up): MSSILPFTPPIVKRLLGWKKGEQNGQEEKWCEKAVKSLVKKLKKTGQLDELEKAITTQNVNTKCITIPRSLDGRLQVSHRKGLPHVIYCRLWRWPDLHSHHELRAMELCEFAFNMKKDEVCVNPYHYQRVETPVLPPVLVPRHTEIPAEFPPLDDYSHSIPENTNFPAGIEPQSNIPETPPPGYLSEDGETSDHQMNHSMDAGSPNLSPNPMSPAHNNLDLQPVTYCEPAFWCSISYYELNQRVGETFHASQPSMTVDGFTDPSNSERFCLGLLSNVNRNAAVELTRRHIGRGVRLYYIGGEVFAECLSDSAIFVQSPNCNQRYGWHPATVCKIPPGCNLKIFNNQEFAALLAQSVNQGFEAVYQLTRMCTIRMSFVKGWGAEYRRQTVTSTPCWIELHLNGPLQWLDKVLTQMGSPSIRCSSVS
Calb biofilm kill – kills Candida albicans biofilms | 85,000 compounds, 0.14% hits | C. albicans biofilm + clotrimazole, Alamar Blue | inhibition, % at 6 µM | AID 834;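 active = inhibition above 20%; inactive = inhibition below 20%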;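 note: preformed 24 hr biofilms exposed to compound for 48 hr; 0% = biofilm without compound and 100% = blank killed by clotrimazole plus chlorhexidine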
* marks the source's active call; other numbers are inactive results; [ ] = remark or other dose.

SMILES	ERb SRC1 inh	Smad3 inh	Calb biofilm kill
COc1ccc(C(c2sc3nc(C)nn3c2O)N2CC(C)OC(C)C2)cc1OC (centres undefined)	2	-2	-5
C=C(C)CN1CCN(c2c(CCC#N)c(C)c(C#N)c3nc4ccccc4n23)CC1	4[fluorescence artefact?]	-6[fluorescence artefact?]	9
O=C(Cn1cc2c(n1)CCCC2)NCCCN1CCN(C2CCCCC2)CC1	3	-5	0
Cc1c(C(=O)OCCOC(C)C)[nH]c2c1C(=O)CC(C)(C)C2	-4	-7	3
COc1ccc(NC(=O)C2CCCN2c2ccc(OC)c(OC)c2)cc1OC (centres undefined)	-6	2	10
COc1ccccc1CNC(=O)CNC(=O)Cn1cnc2ccccc2c1=O	-10[fluorescence artefact?]	7	-2
CCOc1ccc(OCC)c(Nc2cc(C)nc3ncnn23)c1	-9	-6	1
COc1ccc2c(c1)c(=O)c(Br)c(C)n2Cc1ccccc1	-1	-10	2
CC1=C(C(=O)OCc2ccccc2)C(c2ccc(C)o2)C2=C(CCCC2=O)N1 (centres undefined)	-3	13	5
CCOC(=O)Cn1c(CN2CCOCC2)nc2c1c(=O)n(C)c(=O)n2C	-4	-2	3
CCn1c(SCC(=O)Nc2ccc(OC)c(OC)c2)nnc1-c1cccs1	-8[fluorescence artefact?]	-1	-1
CCCn1c(=O)c(Cc2ccccc2)c(O)c2ccccc21	0	-6	2

Full records as entered above. Order of screens: ERb SRC1 inh | Smad3 inh | Calb biofilm kill
CCOc1ccc(OCC)c(Nc2cc(C)nc3ncnn23)c1 reads -9 | -6 | 1
CCn1c(SCC(=O)Nc2ccc(OC)c(OC)c2)nnc1-c1cccs1 reads -8[fluorescence artefact?] | -1 | -1
CCOC(=O)Cn1c(CN2CCOCC2)nc2c1c(=O)n(C)c(=O)n2C reads -4 | -2 | 3
COc1ccccc1CNC(=O)CNC(=O)Cn1cnc2ccccc2c1=O reads -10[fluorescence artefact?] | 7 | -2

(next part)
SMILES	ERb SRC1 inh	Smad3 inh	Calb biofilm kill
COc1cc2cc(CN(CCO)S(=O)(=O)c3ccccc3Cl)c(=O)[nH]c2cc1OC	7[fluorescence artefact?]	2	1
CCOC(=O)Cn1c(=NC(=O)CSC(C)=O)sc2ccccc21	-3[fluorescence artefact?]	4	5
Cc1nnc2sc(-c3ccc(-c4ccc(Cl)c(C(F)(F)F)c4)o3)nn12	24	9	4
c1ccc2nc3c(nc2c1)CCc1nonc1-3	-1	7	5
COc1ccc(-c2noc(CCC(=O)NCc3cccnc3)n2)cc1	34	-8	11
O=C(CN1CCN(S(=O)(=O)/C=C/c2ccccc2)CC1)NC(=O)NCc1ccco1	28	-8	9
Cc1cc(C)cc(N(CC(=O)NC2CCC(C)CC2)S(=O)(=O)c2c(C)noc2C)c1 (centres undefined)	-4	1	10
CCOC(=O)c1ccc(NC(=O)CSc2nc3c(c(=O)n2CC)SC(C)C3)cc1 (centres undefined)	-11	-5	5
Cc1ccccc1-n1c(C)nnc1SCC(=O)NCC1CCCO1 (centres undefined)	-7	-11	-5
CC(C)N(Cc1nc2ccccc2[nH]1)C(C)C	-3	5	9
Cc1ccc(-n2ncc3c(NCc4cccnc4)ncnc32)c(C)c1	-4	3	1
CC(=O)N1CCN(Cc2ccc(Br)s2)CC1	-6	10	6
CN1CCN(C(c2ccc(F)cc2)c2nnnn2Cc2cccs2)CC1 (centres undefined)	0	9	9
C=CCn1c(SCc2cc(=O)n3ccsc3n2)nc2sc(C)c(C)c2c1=O	33	-2	4
Clc1ccc(Cn2c(CN3CCCC3)nc3ccccc32)cc1	-6	5	11
C=C1CSc2nc(=O)c3c4c(sc3n21)CCC4	2[fluorescence artefact?]	13	5
CCCCCOc1ccc(/C=c2\sc3ncnn3c2=O)cc1	-8	10	7
CC(C)n1nnnc1C(c1ccc(F)cc1)N1CCN(C2CCCC2)CC1 (centres undefined)	-6	4	1
O=c1c2c([nH]c3ccc(Br)cc13)CCCC2	6	-4	3
COc1cc(C(=O)NC2=NCCS2)ccc1OCc1c(C)noc1C	5	10	1
CCCCCCS(=O)Cc1ccccc1 (centres undefined)	1[fluorescence artefact?]	-5	2
O=C1CC(c2cccnc2)c2cc3c(cc2N1)OCCO3 (centres undefined)	-8	-7	2
CCN1C(=O)c2cccc3c(NC(=O)c4ccc5c(c4)OCCO5)ccc1c23	2	-6	5
N#Cc1c(N)nc(N2CCCC2)c(C#N)c1-c1ccc(Cl)cc1	18[fluorescence artefact?]	5	5
CCOC(=O)C1(Cc2ccc(O)cc2)NC(c2ccco2)C2C(=O)N(c3ccccc3F)C(=O)C21 (centres undefined)	-5	1	4
Cc1cc(OCC(=O)Nn2cnnc2)ccc1Br	0	7	8
Cn1c(C(=O)NCCN2CCN(Cc3ccccc3)CC2)cc2c(=O)n(C)c3ccccc3c21	-3	-7	-4
C=C(C)C1CCC(C)=C1CC(C)(C)/C=N\n1cnnc1 (centres undefined)	-6	-7	-1
CCN1CCN(C(c2ccc(F)cc2)c2nnnn2Cc2cccs2)CC1 (centres undefined)	4	0	9
C/C(=N\O)C1(C)N(O)C(C)(C)C(c2ccco2)=[N+]1[O-] (centres undefined)	-8	4	6
CN=C1c2ccccc2CN1c1cccc(C(=O)OC)c1	6	-13	-1
CCc1cc2cccc(C)c2nc1SCC(=O)N1CCN(C(=O)c2ccco2)CC1	7[fluorescence artefact?]	12	6
Brc1cnn(-c2nc(N3CCOCC3)nc(N3CCOCC3)n2)c1	1	-2	4
COc1ccc(-c2nc(CS(=O)(=O)CC(=O)Nc3ccc(Cl)cc3)c(C)o2)cc1	-4[fluorescence artefact?]	-6	9
CCOC(=O)CCCCC(=O)c1[nH]c(=O)[nH]c1CSc1nc(C)cc(=O)[nH]1	-8	7	2
COc1ccc(/C(O)=C2/C(=O)C(=O)N(CCCN(C)C)C2c2cccc(Cl)c2)cc1OC (centres undefined)	1	3[fluorescence artefact?]	11
Cc1cccc(NC(=O)c2cc(NC(=O)C3CCCCC3C(=O)O)ccc2N2CCCCC2)c1 (centres undefined)	11	2	11
COc1nonc1NCn1nc(C)cc1C	3	-2	9
Cc1cccc(Cc2nnc(NC(=O)c3cccc(S(=O)(=O)N4CCOCC4)c3)s2)c1	3[fluorescence artefact?]	-3	3
NC(=O)c1ccccc1NC(=O)CS(=O)(=O)Cc1ccccc1	-4	1	5
O=C(CCCC(=O)N(CC(=O)NC1CCCCC1)Cc1ccco1)Nc1ccccn1	-2[fluorescence artefact?]	-1	5
COc1cccc(C2/C(=C(/O)c3cnn(-c4ccccc4)c3C)C(=O)C(=O)N2CCN(C)C)c1 (centres undefined)	15	0	3
Cc1cc(C)n(C(=O)CN2C(=O)COc3ccccc32)n1	-3[fluorescence artefact?]	-6	-6
O=C(CCN1c2ccccc2Sc2ccccc21)OCc1nnc(-c2ccccc2)o1	22[fluorescence artefact?]	4	12
CC1CCCN(C(=O)C2CCN(CCCc3ccccc3)CC2)C1 (centres undefined)	3	2[fluorescence artefact?]	5
C(=N\n1cnnc1)/c1ccc(N2CCOCC2)s1	6[fluorescence artefact?]	-25	4
CC(C)(C)OC(=O)N1CC(O)CC1C(=O)OCC(=O)c1ccc(Cl)cc1 (centres undefined)	-7	16	8
Cc1ccc(C(C(=O)NC2CCCC2)N2CCCCC2)cc1 (centres undefined)	-14	8	4
COc1ccc(CCNC(=O)CN2C(=O)C3(OCCCO3)c3ccccc32)cc1OC	12	-8	7
O=C(Nc1cccc(-c2nc3ncccc3o2)c1)c1cc2ccccc2o1	26	5	1
CCc1cccc(OCC(=O)Nc2ccc(S(=O)(=O)Nc3onc(C)c3C)cc2)c1	-3	-3	4
CCn1cc(C(=O)NCc2cccnc2)c2cc(OC)c(OC)cc2c1=O	3[fluorescence artefact?]	12	4
CCN(CC)CCCNC(=O)Cn1cc2c(n1)CCC(C)C2 (centres undefined)	0[fluorescence artefact?]	-14	4
c1ccc2c(c1)CC(N1CCCCC1)c1ccccc1N2 (centres undefined)	-1	1	7
COC(=O)c1cc(OC)c(OC)cc1NC(=O)c1ccco1	-1	-1	10
Cc1ccccc1-c1ccc(=O)n(CC(=O)Nc2ccc(N3CCOCC3)cc2)n1	17	-3	1
CCOC(=O)c1ccc(NC(=O)CSc2nc(C)nc3c2c(=O)n(C)c(=O)n3C)cc1	6	-6	-3
CC(=O)Nc1ccc2nc(-c3cccnc3)[nH]c2c1	-21	15	2
Cc1ccc(C)c(NC(=O)CSc2nnc(CSc3nc(C)cc(C)n3)n2Cc2ccco2)c1	-5	1	9
CCn1c(SCC(=O)Nc2ccccc2-c2ccccc2)nnc1-c1ccoc1C	-9	-3	5

Next results follow.
SMILES	ERb SRC1 inh	Smad3 inh	Calb biofilm kill
O=C(NCCN1CCOCC1)c1noc2c1CCc1ccccc1-2	-12	13	7
Cn1c(C(=O)N2CCN(c3ccc(F)cc3)CC2)cc2c(=O)n(C)c3ccccc3c21	-8	-2	8
O=C(COc1ccccc1)NCCc1nc2ccccc2[nH]1	3[fluorescence artefact?]	-6	-1
O=C(CCc1nc2ccccc2[nH]1)NCc1ccc2c(c1)OCO2	6	-1	8
CC(=O)Nc1ccc(N2S(=O)(=O)c3ccccc3S2(=O)=O)cc1	-8	-2	4
CN(C)CCCNc1c2c(c(C#N)c3nc4ccccc4n13)CCC2	71*[fluorescence artefact?]	5	-1
CN(C)S(=O)(=O)c1cccc(C(=O)Nc2ccc(Cl)cn2)c1	1	3	-1
Fc1cc(Br)ccc1Nc1nc2ccccc2n2nnnc12	13	8[fluorescence artefact?]	4
CCCCC[C@H](O)/C=C/[C@@H]1[C@@H](CCCCCCC(=O)O)[C@@H](O)C[C@H]1O	7	-8	10
COc1cccc(C2C(C#N)=C(N)Oc3cc(C)oc(=O)c32)c1OC (centres undefined)	-7[fluorescence artefact?]	-6	3
COC(=O)C1CCCN1C(C(=O)NC1CCCCC1)c1ccc(Cl)cc1 (centres undefined)	2	3	12
Cc1nnc(NC(=O)CCC(=O)N2CCN(CCc3ccccc3)CC2)s1	0	4	-1

Pulled one by one from above (6):
SMILES	ERb SRC1 inh	Smad3 inh	Calb biofilm kill
COc1cccc(C2C(C#N)=C(N)Oc3cc(C)oc(=O)c32)c1OC (centres undefined)	-7[fluorescence artefact?]	-6	3
Cc1nnc(NC(=O)CCC(=O)N2CCN(CCc3ccccc3)CC2)s1	0	4	-1
Cn1c(C(=O)N2CCN(c3ccc(F)cc3)CC2)cc2c(=O)n(C)c3ccccc3c21	-8	-2	8
O=C(NCCN1CCOCC1)c1noc2c1CCc1ccccc1-2	-12	13	7
CN(C)S(=O)(=O)c1cccc(C(=O)Nc2ccc(Cl)cn2)c1	1	3	-1
CC(=O)Nc1ccc(N2S(=O)(=O)c3ccccc3S2(=O)=O)cc1	-8	-2	4

Next section
SMILES	ERb SRC1 inh	Smad3 inh	Calb biofilm kill
COc1ccc(CNC(=O)c2noc3c2CCCCC3)cc1	-8	-2	5
Cc1ccc(C(=O)CC2(O)C(=O)N(C)c3ccccc32)o1 (centres undefined)	-1	3	5
COc1ccc2nc(NS(=O)(=O)c3ccc(NC(C)=O)cc3)sc2c1	3	13	10
CCOC(=O)C1CCN(c2ncnc3nc[nH]c23)CC1	3	-1	2
S=c1nc(-c2ccccc2)n(CCCN2CCOCC2)c2c1CCCC2	-17	-1	9
COC(=O)c1ccccc1NC(=O)c1noc2c1CCC2	87*	6	7
COC(=O)c1ccc(C2c3c(oc4cc(C)c(C)cc4c3=O)C(=O)N2CCCN(C)C)cc1 (centres undefined)	-7	-1	6
Cc1cnc(C(=O)OCC(=O)N2CCc3ccccc3C2)cn1	-4[fluorescence artefact?]	9	0
CCC(C)NC(=O)CCNS(=O)(=O)c1ccc(Br)cc1 (centres undefined)	0[fluorescence artefact?]	0	10
O=C(Cn1ncc2c(=O)oc3ccccc3c21)N(Cc1ccco1)C1CCCCC1	1	-7	17
CCc1ccccc1OCCCCCNCCO	-4	2	2
CCOc1cccc(C2c3c(oc4ccccc4c3=O)C(=O)N2c2ccccn2)c1 (centres undefined)	0	3	5

Another view of 2 compounds above.
Cc1cnc(C(=O)OCC(=O)N2CCc3ccccc3C2)cn1
  ERb SRC1 inh: -4[fluorescence artefact?]; Smad3 inh: 9; Calb biofilm kill: 0
CCC(C)NC(=O)CCNS(=O)(=O)c1ccc(Br)cc1 (centres undefined)
  ERb SRC1 inh: 0[fluorescence artefact?]; Smad3 inh: 0; Calb biofilm kill: 10

Continued.
SMILES	ERb SRC1 inh	Smad3 inh	Calb biofilm kill
Cc1cc(C)c(S(=O)(=O)NCC2CCC(C(=O)NCCCN3CCOCC3)CC2)c(C)c1 (centres undefined)	18	-4	0
CC(C)c1ccccc1N1CC(C(=O)O)CC1=O (centres undefined)	19	-13	0
Cc1cc(NC(=O)CN2CCc3ccccc3C2)nc2c1c(=O)oc1ccccc12	33	14[fluorescence artefact?]	7
Cn1c(=O)c2c(SCC(=O)N3CCC(Cc4ccccc4)CC3)nc(C3CC3)nc2n(C)c1=O	16	8	9
CN(C)c1ccc(C(=O)c2ccccc2C(=O)O)c(O)c1	1[fluorescence artefact?]	6	6
Cc1cc(C(=O)NCc2cccnc2)no1	1	6	10
COc1ccc(C(=O)c2oc3ccc(OC)cc3c2N)cc1	29[fluorescence artefact?]	3	15
CC1(C)Cc2nc3oc4c(N(CCO)Cc5ccccc5)ncnc4c3cc2CO1	-2[fluorescence artefact?]	9	-1
O=C(NC1CCCCCC1)c1c(O)c2cccc3c2n(c1=O)CCC3	-5	2	4
Cc1ccccc1Cn1ccc(NC(=O)c2onc(C)c2Cl)n1	6	-1	11
O=C(Nc1nccs1)c1cc(S(=O)(=O)N2CCCCC2)ccc1Cl	3	11	1
O=C(CSc1nnc(-c2ccco2)n1Cc1ccccc1)c1ccc(F)cc1	3	0	5

Source: PubChem BioAssay (several laboratories)

Not all compounds are listed; count on the stated rates, not on these rows.
